BLM helicase inh – qHTS Assay for Inhibitors of Bloom's syndrome helicase (BLM); Potency, µM (doses to about 56.1 µM), inactives show at the highest dose activity change, negative = inhibition, hits mostly inhibitors; RecQ-like DNA helicase BLM (Homo sapiens), P54132; recombinant BLM DNA unwinding, fluorescence dequenching; AID 2528, 2010; 350,000 tested, 0.2% active;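 also: potency is read from the fitted curve at half-maximal effect; plate controls were vehicle for no effect and no enzyme for full effect; nearly all actives have a fitted effect of over 35% in size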
Target sequence (P54132 whole entry, looked up): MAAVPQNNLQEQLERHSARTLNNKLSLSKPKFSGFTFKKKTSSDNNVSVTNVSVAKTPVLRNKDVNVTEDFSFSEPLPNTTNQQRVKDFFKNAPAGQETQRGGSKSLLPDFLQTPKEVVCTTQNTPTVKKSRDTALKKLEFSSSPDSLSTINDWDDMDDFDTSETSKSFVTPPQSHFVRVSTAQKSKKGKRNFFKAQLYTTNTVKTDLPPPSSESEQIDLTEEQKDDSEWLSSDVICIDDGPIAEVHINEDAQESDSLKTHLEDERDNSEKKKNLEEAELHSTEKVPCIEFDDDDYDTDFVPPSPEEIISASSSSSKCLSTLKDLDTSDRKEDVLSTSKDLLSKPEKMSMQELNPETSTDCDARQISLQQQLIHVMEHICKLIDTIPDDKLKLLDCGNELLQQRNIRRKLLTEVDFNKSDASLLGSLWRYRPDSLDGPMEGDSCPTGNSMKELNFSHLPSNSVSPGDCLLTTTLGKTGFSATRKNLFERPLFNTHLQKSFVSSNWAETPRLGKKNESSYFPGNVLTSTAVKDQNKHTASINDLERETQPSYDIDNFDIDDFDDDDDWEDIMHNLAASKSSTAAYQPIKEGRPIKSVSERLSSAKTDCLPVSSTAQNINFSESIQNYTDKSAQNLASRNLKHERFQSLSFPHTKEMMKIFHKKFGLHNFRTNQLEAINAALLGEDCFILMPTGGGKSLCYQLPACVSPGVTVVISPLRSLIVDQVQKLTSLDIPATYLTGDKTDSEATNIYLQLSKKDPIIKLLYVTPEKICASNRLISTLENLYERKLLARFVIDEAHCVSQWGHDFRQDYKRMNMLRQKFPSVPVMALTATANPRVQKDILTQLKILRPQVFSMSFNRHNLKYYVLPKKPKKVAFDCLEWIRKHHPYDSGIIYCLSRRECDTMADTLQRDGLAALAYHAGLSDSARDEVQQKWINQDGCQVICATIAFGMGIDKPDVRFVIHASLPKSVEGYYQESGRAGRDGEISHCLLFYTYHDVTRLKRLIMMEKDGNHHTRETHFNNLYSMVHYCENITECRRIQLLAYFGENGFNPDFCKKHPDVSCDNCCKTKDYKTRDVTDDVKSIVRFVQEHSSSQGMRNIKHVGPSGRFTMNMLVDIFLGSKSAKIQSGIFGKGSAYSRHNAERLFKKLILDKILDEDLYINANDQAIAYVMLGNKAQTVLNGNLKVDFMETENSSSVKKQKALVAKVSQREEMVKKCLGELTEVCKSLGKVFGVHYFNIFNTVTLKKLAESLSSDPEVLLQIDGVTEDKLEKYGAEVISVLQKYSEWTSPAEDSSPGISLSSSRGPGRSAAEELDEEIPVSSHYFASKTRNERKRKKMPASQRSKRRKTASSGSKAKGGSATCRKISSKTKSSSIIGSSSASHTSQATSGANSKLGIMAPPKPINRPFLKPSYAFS
Pol eta inh – qHTS for Inhibitors of Polymerase Eta | 390,000 tested, 1.2% active | recombinant Pol eta, fluorescent DNA replication assay | Potency, µM (series often up to 114 µM), for the others: at the highest dose activity change, negative = inhibition, hits mostly inhibitors; also: potency is read from the fitted curve at half-maximal effect; % is scaled to controls: 0 for no effect and ±100 for the full control effect
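Pol eta (10 nM) was preincubated with compounds for 15 min at room temperature, after which fluorescent replication substrate (50 nM final) was added to start the reaction. Fluorescence was read kinetically at 0 and 10 min.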
APEX1 inh – qHTS Assay for Inhibitors of the Human Apurinic/apyrimidinic Endonuclease 1 (APE1); AID 2517, 2012; Potency, µM (series often up to 65.8 µM), for the others: at the highest dose activity change, negative = inhibition, hits mostly inhibitors; DNA repair nuclease/redox regulator APEX1 (Homo sapiens), P27695; recombinant APE1, TAMRA/BHQ-2 abasic DNA cleavage fluorescence; 350,000 tested, 0.35% active;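 also: potency is read from the fitted curve at half-maximal effect; plate controls were vehicle for no effect and reference inhibitor for full effect; nearly all actives have a fitted effect of over 55% in size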
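APE1 at 0.75 nM final was preincubated with compound 15 min at room temperature, then 50 nM double-stranded THF abasic-site substrate (5'-TAMRA/3'-BHQ-2) was added. Fluorescence (ex 525/em 598 nm) was read kinetically; third-minus-first read gave activity.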
Apoferritin bind – qHTS Assay for Identification of Novel General Anesthetics | Ferritin light chain (Equus caballus), P02791 | apoferritin/1-aminoanthracene competitive binding, fluorescence | Potency, µM (highest dose often 77.5 µM), inactives show top-dose activity change, negative = displacement, usual class: inhibitors | 350,000 tested, 0.074% active | AID 485281, 2010; also: potency is read from the fitted curve at half-maximal effect; % is scaled to controls: 0 for no effect and ±100 for the full control effect; nearly all actives have a fitted effect of over 20% in size
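Steps: apoferritin (10 uM) was premixed with half-saturated 1-AMA in PBS, compounds were pin-transferred, plates stood 10 min at room temperature, fluorescence was read at 380/535 nm, and curves were fitted with a Hill equation.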
Tb PGK inh – qHTS Assay to Find Inhibitors of Phosphoglycerate Kinase; Phosphoglycerate kinase, glycosomal (Trypanosoma brucei brucei), P07378; PGK/GAPDH coupled, Kinase-Glo luminescence, 60 min; Potency, µM (highest dose often 57.5 µM), without a hit: top-dose activity change, negative = inhibition, most hits filed as inhibitors; 380,000 tested, 0.043% active; AID 602233, 2012; also: potency is read from the fitted curve at half-maximal effect; % is scaled to controls: 0 for no effect and ±100 for the full control effect; nearly all actives have a fitted effect of over 60% in size
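Recombinant glycosomal PGK reaction used 1,3-bisphosphoglycerate generated in-well by GAPDH (100nM final) in 100mM TEA pH 7.6, 5mM MgCl2, 0.01% Tween-20. After 60 minutes at room temperature, ATP was read by Kinase-Glo Plus luminescence end-point.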
Pol beta inh – qHTS Assay for Inhibitors of DNA Polymerase Beta; P06746; Pol beta primer extension/strand displacement, fluorescence kinetic; Potency, µM (highest dose often 114 µM), without a hit: at the top dose activity change, negative = inhibition, hits mostly inhibitors; 340,000 tested, 1.3% active; also: potency is read from the fitted curve at half-maximal effect; % is scaled to controls: 0 for no effect and ±100 for the full control effect
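Pol beta (10 nM) and compounds were preincubated 15 min at room temperature, then 50 nM substrate (final) started primer extension/strand displacement. Reads were taken at 0 and 10 min; concentration-response data were fitted to a four-parameter Hill equation.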
Pol iota inh – qHTS for Inhibitors of Polymerase Iota | DNA polymerase iota (Homo sapiens), Q9UNA4 | Pol iota fluorescent replication assay, 10 min | Potency, µM (series often up to 115 µM), for the others: at the highest dose activity, negative = inhibition, actives largely listed as inhibitors | 390,000 tested, 1% active | AID 588590, 2011; also: potency is read from the fitted curve at half-maximal effect
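Fluorescent replication assay read twice, at 0 min and 10 min after adding 50 nM (final) substrate. Enzyme (10 nM) and compounds were first incubated 15 min at room temperature; enzyme-free buffer wells were negative controls.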
RXFP1 antag – qHTS Assay for Antagonists of the Relaxin Receptor RXFP1 | 350,000 tested, 0.59% active | HEK293-RXFP1, relaxin-stimulated cAMP HTRF, 30 min; stronger effect = lower value | Relaxin receptor 1 (Homo sapiens), Q9HBX9 | activity change, negative = inhibition, % at 57.5 µM;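 active = activity change of -60% or lower, but not beyond a set lower limit; inconclusive = change between -60% and -40%, or beyond the set limit; inactive = change above -40%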; also: % is scaled to controls: 0 for no effect and ±100 for the full control effect
Pol kappa inh – qHTS for Inhibitors of Polymerase Kappa | DNA polymerase kappa (Homo sapiens), Q9UBT6 | purified Pol kappa, fluorescent DNA synthesis assay, 10 min | Potency, µM (highest dose often 107 µM), inactives show top-dose activity, negative = inhibition, most hits filed as inhibitors | 400,000 tested, 0.53% active | AID 588579, 2011; also: potency is read from the fitted curve at half-maximal effect; % is scaled to controls: 0 for no effect and ±100 for the full control effect
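50 nM final substrate added after 15 min RT preincubation of 10 nM Pol kappa with compound; fluorescence read at 0 and 10 min.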
* = called active by the depositor; i = inactive; ? = inconclusive; . = no result given; [ ] = another dose, or the depositor's remark. Unless noted, calls follow the shape of the dose curve; as a rule, active = well fitted curve in the direction sought with a large enough effect; inconclusive = small, poorly fitted or top-dose-only effect, or another doubt; inactive = no such curve, though single readings can be large; an effect the other way counts as inactive or inconclusive. This is a subset; count on the stated rates, not on these rows.

Results follow in this order: BLM helicase inh	Pol eta inh	APEX1 inh	Apoferritin bind	Tb PGK inh	Pol beta inh	Pol iota inh	RXFP1 antag	Pol kappa inh
C=CCn1c(SCn2nnc3ccccc3c2=O)nnc1-c1ccc(Cl)cc1
→ 1%	2%	1%	?	0%	10%	-5%	11	-5%
COC(=O)[C@H](C)N(Cc1ccc(Cl)c(Cl)c1)S(=O)(=O)CCN1CCN(c2ccccc2)CC1
→ .	-16%	-10%	.	-11%	.	-7%	.	8%
Clc1ccc(OCCCNCc2ccccc2)c(Br)c1
→ 7%	-22%	22%	-10%	i	24%	-21%[58.9 µM]	-77*	-9%
Cn1c(=O)c2c(-c3ccccc3F)c3c(nc2n(C)c1=O)-c1ccccc1C3O (stereo not given)
→ -2%	-18%	0%	3%	-5%	-7%	0%	-19	-17%
Cc1cc(C)n2nc(CNS(=O)(=O)c3cccc([N+](=O)[O-])c3)nc2n1
→ -3%	-19%	-6%	-4%	3%	13%	20%	-4	-12%
Cc1ccc(NS(=O)(=O)N(C)C)cc1
→ 2%	0%	0%	?	-10%	-2%	0%	-23	-16%
CCn1c(C)c(C)c2cc(C(=O)N3CCCC3)ccc21
→ 2%	-6%	18%	-13%	0%	6%	-3%	-7	3%
CCOc1ccc(/C(O)=C2/C(=O)C(=O)N(CCCn3ccnc3)C2c2cccs2)cc1Cl (stereo not given)
→ 1%	7%	-1%	?	7%	11%	26%	-10	0%
Cc1ccc(CNS(=O)(=O)c2ccc(C)s2)cc1
→ -4%	-1%	4%	0%	-7%	12%	16%	8	5%
Cn1cccc1C(=O)NC(=O)COC(=O)CCNS(=O)(=O)c1cccc(C(F)(F)F)c1
→ .	2%	14%	.	-1%	.	8%	11	-15%
CCOC(=O)C1CCN(C(=O)CN(c2ccc3c(c2)OCCO3)S(=O)(=O)c2ccccc2)CC1
→ .	-10%	-1%	.	8%	.	10%	7	-7%
NS(=O)(=O)c1ccc(Nc2nc(-c3cccnc3)cs2)cc1
→ -6%	-2%	34%	0%	-10%	11%	6%	-15	-14%
Cn1ccnc1SCC(=O)Nc1ccc(F)c([N+](=O)[O-])c1
→ 0%	-17%	?	-4%	-9%	-26%	15%	-2	0%
Cc1ccc(Nc2cc(C)nc(-n3nc(C)cc3C)n2)cc1
→ -2%	-20%	.	47%[activator]	10%	-18%	10%	9	-15%[60.1 µM]
COCCn1c(SCC(=O)NC(C)c2ccccc2)nc2ccccc21 (stereo not given)
→ 0%	-12%	-4%	9%	0%	14%	24%	9	8%
COc1ccc(S(=O)(=O)NNC(=O)c2ccc(-n3c(C)ccc3C)cc2)cc1
→ -4%	-2%	-3%	-5%	i	-10%	20%	-4	-20%
Cc1cc(=O)n2c3ccccc3n(CC(O)CN3CCN(Cc4ccccc4)CC3)c2c1C#N (stereo not given)
→ 32%[activator]	-7%	-3%	-8%	-4%	?	19%	-1	3%
COc1ccc(OCc2cc(C(=O)N3CCC(OC)CC3)no2)c2ccccc12
→ -14%	-12%	-3%	-12%	-4%	-19%	?	-13	-19%
COc1ccc(OC)c(NC(=O)CN2CCN(C(=O)c3ccco3)CC2)c1
→ -4%	-17%	4%	-9%	-1%	20%	7%	2	-1%
COc1ccc(CCNC(=O)CCc2cn(C)c3ccccc23)c(OC)c1
→ -1%	-15%	33%	-11%	-5%	-26%	6%	-15	-13%
CN(CC(=O)Nc1ccccc1Cl)C(=O)CN1C(=O)C2CCCCC2C1=O (stereo not given)
→ .	-4%	3%	.	-5%	.	-4%	-3	-8%
O=C(CSc1nnnn1-c1ccc(Cl)cc1)Nc1cccnc1Cl
→ -2%	-7%	5%	2%	-4%	-18%	12%	.	-4%
O=S(=O)(NCCc1cn2ccccc2n1)c1cccs1
→ 0%	-6%	1%	5%	10%	?	-11%	2	-14%
COc1ccc(-c2cc(C(F)(F)F)c(C#N)c(SCC(=O)Nc3ccc(C)cc3)n2)cc1
→ 0%	-12%	3%	0%	4%	9%	9%	2	-7%
Cc1ccc(CNC(=O)CSc2c3c(nc4ccc(Cl)cc24)CCCC3)o1
→ -5%	-12%	16%	-20%	-7%	14%	-14%	12	-6%
Cc1cc2oc(C(=O)N(Cc3ccco3)C3CCS(=O)(=O)C3)cc(=O)c2cc1Cl (stereo not given)
→ 2%	-2%	1%	5%	i	-2%	-1%	3	-21%
Cc1cc(NC(=O)c2ccc3c(c2)N(Cc2cccc(Cl)c2)C(=O)c2ccccc2S3=O)ccc1Br (stereo not given)
→ -2%	-22%	.	-13%	-2%	1%	17%	4	-17%[60.1 µM]
CCc1ccc(CN(C)C(=O)c2cc(S(=O)(=O)N3CCN(CC)CC3)ccc2Cl)cc1
→ .	2%	1%	.	0%	.	39%[activator]	-19	-4%
COc1cccc(N2CCN(C(=O)c3ccc(N4C(=O)NC5CC4(C)Oc4ccccc45)cc3)CC2)c1 (stereo not given)
→ 1%	-25%	-4%	-16%	1%	10%	54%[activator]	-3	-17%
NC(=O)c1ccc(-n2nnnc2SCc2ccccc2)cc1
→ 0%	-5%	3%	-18%	2%	-3%	?	5	2%

Next section.
Results follow in this order: BLM helicase inh	Pol eta inh	APEX1 inh	Apoferritin bind	Tb PGK inh	Pol beta inh	Pol iota inh	RXFP1 antag	Pol kappa inh
COC(=O)C1=C(CSc2nncn2C)NC(=O)NC1c1cc(C)ccc1C (stereo not given)
→ 2%	-12%	-3%	-5%	2%	-8%	0%	-4	-6%
O=C(c1cc2ccccc2o1)N1CCC(N2CCC(C(=O)N3CCCC3)CC2)CC1
→ 2%	-12%	-1%	3%	i	1%	43%[activator]	-1	1%
CCC(C)OC(=O)c1[nH]c2c(c1C)C(=O)CC(c1ccc(N(C)C)cc1)C2 (stereo not given)
→ -10%	-23%	-1%	?	i	-20%	5%	-32	-35%
COc1ccc(C(=O)Nc2ccc(SC(F)F)cc2)cc1
→ -4%	-10%	-3%	-10%	-2%	18%	12%	6	-17%
COc1cc(OC)cc(-n2nnnc2SCC(=O)NCc2cccs2)c1
→ -11%	-9%	1%	-16%	i	2%	62%[activator]	6	1%
NS(=O)(=O)c1ccc(NC(=O)/C=C/c2ccccc2[N+](=O)[O-])cc1
→ -13%	0%	-2%	-7%	0%	-13%	116%[activator]	0	-7%
CC1CCc2nc(NC(=O)C3COc4ccccc4O3)sc2C1 (stereo not given)
→ -6%	-21%	-4%	5%	-7%	-1%	7%	-12	-4%
Cc1cc(C(=O)OCC(=O)NC2CCS(=O)(=O)C2)c(C)n1-c1ccccc1 (stereo not given)
→ -2%	-17%	-5%	6%	-4%	9%	20%	-10	-7%
O=C(O)c1cc2c(o1)CCC/C2=N\O
→ 1%	-10%	-5%	-9%	0%	89µM*	1%[58.9 µM]	2	-28%
COc1ccc(-c2nc(SCCOc3cc(C)ccc3C(C)C)n3[nH]c(=O)cc3n2)cc1
→ -3%	-3%	.	-7%	-4%	13%	10%	-14	15%
CCOC(=O)NCc1ccc(S(=O)(=O)Nc2ccccc2C)cc1
→ -2%	?	1%	-17%	4%	-12%	6%	-4	0%
Brc1ccc(-c2nn[nH]n2)cc1
→ 6%	-1%	-1%	-2%	i	3%	4%	6	-5%
CC(O)CNc1nc2c(c(=O)n(C)c(=O)n2C)n1C/C=C/c1ccccc1 (stereo not given)
→ -2%	-6%	?	-10%	-3%	14%	9%	25	-10%
Cc1cccc(NC(=O)CSc2nc(N)c(NC(=O)c3cccs3)c(=O)[nH]2)c1
→ -4%	-2%	-1%	7%	-4%	4%	-14%	-21	-8%
O=C(Nc1ccc(F)cc1)Nc1nnc(-c2ccco2)s1
→ -3%	7%	0%	-9%	0%	5%	3%	-28	8%
CC(C)(C)NC(=O)Nc1cccc(Cl)c1Cl
→ -3%	-9%	-6%	-14%	i	21%	23%	-7	10%
CCCCSCCCNC(=O)c1cn(C)c2ccc(S(=O)(=O)N3CCCCCC3)cc2c1=O
→ 0%	-19%	.	-15%	i	-2%	10%	-10	-4%
COc1ccc(C(=O)NCCCN2CCOCC2)cc1S(=O)(=O)N1CCCc2ccccc21
→ -6%	-19%	18%	-5%	6%	8%	138%[activator]	2	5%
COc1cc2c(cc1OC)CN(Cc1cc(=O)oc3c(C)c(C)ccc13)CC2
→ 0%	-5%	-2%	-4%	-7%	14%[57.1 µM]	86%[activator]	-6	-13%
CC(C(=O)N1CCCc2ccccc21)N1CCN(c2ccccn2)CC1 (stereo not given)
→ 0%	0%	4%	-3%	-2%	2%	?	5	-33%
Cc1ccc(S(=O)(=O)N2CCC[C@H]2C(=O)NCc2ccccc2Cl)cc1
→ .	-11%	-14%	.	i	.	7%	-3	-6%
CCc1nn2c(-c3ccccc3OC)ccnc2c1-c1ccccc1
→ -7%	-26%	.	-9%	0%	-4%	-10%	.	-8%
CC(=O)c1ccc(N2CCN(C(=O)c3ccc4c(c3)OCO4)CC2)cc1
→ -1%	-17%	-5%	-2%	10%	50%	18%	-20	-6%
O=C(CCc1c[nH]c2ccccc12)N1CCN(S(=O)(=O)c2ccc(F)cc2)CC1
→ .	-26%	-7%	.	1%	.	36%[activator]	1	-9%
O=C(NCc1ccc2c(c1)OCO2)c1cc2c(s1)CSC2
→ -7%	?	12%	-3%	-9%	?	-21%	11	?

Some entries already given, showing only Pol kappa inh and Pol iota inh.
Compound	Pol kappa inh	Pol iota inh
COc1ccc(C(=O)Nc2ccc(SC(F)F)cc2)cc1	-17%	12%
COc1cc(OC)cc(-n2nnnc2SCC(=O)NCc2cccs2)c1	1%	62%[activator]

Screening results: PubChem, National Center for Advancing Translational Sciences (NCATS)
